Source: PubChem BioAssay (Broad Institute)
EZH2 inh – inhibitors of human EZH2/PRC2 methyltransferase; inhibition, % at 12.5 µM; Q15910; PRC2 H3K27 methylation, DELFIA TRF, 1 h; AID 651548; 0.35% of 57,000 active;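 active = mean inhibition of replicates at least 50% and every single replicate also reaching 50%; inconclusive = mean inhibition at least 50% but some replicate falls below 50%; inactive = mean inhibition under 50%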;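 also: dimethyl H3K27 on biotinylated H3 21-44 peptide detected by antibody; plate controls were median neutral control wells for no effect and median positive control wells for full effect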
IDH1 mut inh – blocks human IDH1 R132H reductase activity | O75874 | diaphorase/resazurin fluorescence, 60 min | inhibition, % at 10 µM | 0.18% of 70,000 active; in the data active = inhibition above about 34%; inconclusive = no clear call, values can overlap the other calls; inactive = below about 11%;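 also: 0% = DMSO and 100% = no enzyme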
Target sequence (O75874 whole entry R132H): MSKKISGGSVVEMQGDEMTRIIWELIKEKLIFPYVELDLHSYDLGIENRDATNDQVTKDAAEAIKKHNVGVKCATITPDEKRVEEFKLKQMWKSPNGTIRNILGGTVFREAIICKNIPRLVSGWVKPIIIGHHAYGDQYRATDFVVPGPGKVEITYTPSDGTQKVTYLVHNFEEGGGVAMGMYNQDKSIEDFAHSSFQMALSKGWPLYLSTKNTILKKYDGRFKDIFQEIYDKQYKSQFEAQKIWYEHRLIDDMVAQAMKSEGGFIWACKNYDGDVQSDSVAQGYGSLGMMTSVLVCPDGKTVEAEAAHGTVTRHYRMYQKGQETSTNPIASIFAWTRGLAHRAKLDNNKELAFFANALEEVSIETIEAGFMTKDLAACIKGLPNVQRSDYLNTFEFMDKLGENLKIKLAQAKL
* = called active by the depositor; u = inconclusive; x = not tested or not shown; & = joins results of further samples. The list is partial; rates above refer to the full screens.

SMILES	EZH2 inh	IDH1 mut inh
C[C@@H]1CN([C@H](C)CO)C(=O)c2cccc(NS(=O)(=O)c3cccs3)c2O[C@@H]1CN(C)S(=O)(=O)c1ccc(Cl)cc1	x	0.3
C[C@@H]1CN([C@@H](C)CO)C(=O)Cc2cc(NS(=O)(=O)c3cn(C)cn3)ccc2O[C@@H]1CN(C)C(=O)NC1CCCCC1	x	1.3
Cc1ccc(N(C(C)C(=O)Nc2cc([N+](=O)[O-])ccc2C)S(C)(=O)=O)cc1 (stereo not drawn)	-7.1	0.2
C[C@@H]1CN([C@H](C)CO)C(=O)c2cc(C#CC3CC3)cnc2O[C@H]1CN(C)C(=O)C1CCCCC1	-5.0	-1.9
O=C(C[C@H]1CC[C@H](NC(=O)c2ccncc2)[C@H](CO)O1)NCC1CCCCC1	4.0	0.0
CCC(=O)N(C)C[C@H]1Oc2ncc(C#CCc3ccccc3)cc2C(=O)N([C@@H](C)CO)C[C@@H]1C	x	0.0
COc1ccc(NC(=O)N(C)C[C@H]2OCCCC[C@H](C)Oc3ccc(NS(C)(=O)=O)cc3C(=O)N([C@@H](C)CO)C[C@H]2C)cc1	x	-0.8
Cc1noc(C)c1NC(=O)N(C)C[C@@H]1Oc2c(NC(=O)NC3CCCCC3)cccc2C(=O)N([C@@H](C)CO)C[C@@H]1C	x	2.7
CCn1c(SCC(=O)Nc2cccc(Cl)c2)nnc1-c1ccco1	-0.7	-0.7
C[C@H](CO)N1C[C@H](C)[C@H](CN(C)C(=O)Cc2ccccn2)Oc2ncc(C#CC3CCCCC3)cc2C1=O	-17.6	-0.6
C[C@H](CCC(=O)NCC(=O)O)[C@H]1CC[C@H]2[C@@H]3[C@H](O)C[C@@H]4C[C@H](O)CC[C@]4(C)[C@H]3C[C@H](O)[C@]12C	2.3	1.0
C[C@H](CO)N1C[C@H](C)[C@H](CN(C)Cc2ccc(C(=O)Nc3ccccc3N)cc2)Oc2ccc(NC(=O)Cc3cn(C)c4ccccc34)cc2CC1=O	x	0.0
COc1ccc(NC(=O)Nc2ccc3c(c2)[C@@H]2C[C@H](CC(=O)NCc4ccccn4)O[C@@H](CO)[C@@H]2O3)cc1	-2.6	0.1
CO[C@@H]1CN(C)C(=O)c2cc(NS(=O)(=O)c3ccc(Cl)cc3)ccc2OC[C@@H](C)N(C(=O)NC(C)C)C[C@@H]1C	0.9	-0.2
C[C@H](CO)N1C[C@H](C)[C@@H](CN(C)C)Oc2cc(C3=CCCCC3)ccc2S1(=O)=O	3.3	0.0

Six structures out of the list, ordered by length of the SMILES, smallest number first:
SMILES	EZH2 inh	IDH1 mut inh
CCn1c(SCC(=O)Nc2cccc(Cl)c2)nnc1-c1ccco1	-0.7	-0.7
C[C@H](CO)N1C[C@H](C)[C@H](CN(C)C(=O)Cc2ccccn2)Oc2ncc(C#CC3CCCCC3)cc2C1=O	-17.6	-0.6
COc1ccc(NC(=O)Nc2ccc3c(c2)[C@@H]2C[C@H](CC(=O)NCc4ccccn4)O[C@@H](CO)[C@@H]2O3)cc1	-2.6	0.1
Cc1noc(C)c1NC(=O)N(C)C[C@@H]1Oc2c(NC(=O)NC3CCCCC3)cccc2C(=O)N([C@@H](C)CO)C[C@@H]1C	x	2.7
CO[C@@H]1CN(C)C(=O)c2cc(NS(=O)(=O)c3ccc(Cl)cc3)ccc2OC[C@@H](C)N(C(=O)NC(C)C)C[C@@H]1C	0.9	-0.2
C[C@H](CCC(=O)NCC(=O)O)[C@H]1CC[C@H]2[C@@H]3[C@H](O)C[C@@H]4C[C@H](O)CC[C@]4(C)[C@H]3C[C@H](O)[C@]12C	2.3	1.0

Remaining list, next part:
SMILES	EZH2 inh	IDH1 mut inh
COc1cccc(-c2cn(CC[C@@H]3CC[C@@H](NC(C)=O)[C@@H](CO)O3)nn2)c1	15.5	-0.3
CC(C)NC(=O)Nc1cccc2c1O[C@H](CN(C)S(C)(=O)=O)[C@H](C)CN([C@H](C)CO)C2=O	-4.5	0.4
COc1ccccc1NC(=O)CCSc1nnc(-c2ccco2)o1	5.8	0.1
COc1ccccc1NC(=O)N[C@@H]1CC[C@@H](CCNC(=O)c2ccc3c(c2)OCO3)O[C@@H]1CO	1.0	0.3
CO[C@H]1CN(C)C(=O)c2cc(NC(=O)Nc3cc(F)ccc3F)ccc2OC[C@H](C)NC[C@@H]1C	-3.0	0.5
C[C@@H]1CCCCO[C@@H](CN(C)Cc2ccc3c(c2)OCO3)[C@@H](C)CN([C@@H](C)CO)C(=O)c2cc(NC(=O)c3ccncc3)ccc2O1	x	-1.3
C[C@@H]1CN([C@@H](C)CO)C(=O)c2cccc(NC(=O)Nc3ccccc3)c2O[C@H]1CN(C)Cc1ccc(C(F)(F)F)cc1	-25.9	0.9
CC(C)(C)OC(=O)N1CCC[C@H]1/C=N/NC(=O)CCCCCCC(=O)NO	-6.5	x
Cc1ccc(S(=O)(=O)N(C)C[C@@H]2Oc3ncc(C#Cc4ccc(C(F)(F)F)cc4)cc3C(=O)N([C@H](C)CO)C[C@@H]2C)cc1	x	0.3
COC(=O)c1c(=O)n(O)c2cc(Cl)c(Cl)cc2[n+]1[O-]	-14.9	0.2
C[C@H]1CN([C@@H](C)CO)C(=O)Cc2cc(NC(=O)NC3CCCCC3)ccc2O[C@@H]1CN(C)Cc1ccncc1	-1.3	12.6
CC(C)NC(=O)Nc1ccc2c(c1)C(=O)N([C@@H](C)CO)C[C@H](C)[C@@H](CN(C)S(=O)(=O)c1cn(C)cn1)OCCCC[C@@H](C)O2	x	1.8
COc1ccc(S(=O)(=O)Nc2ccc3c(c2)CC(=O)N([C@@H](C)CO)C[C@H](C)[C@H](CN(C)C(=O)Nc2cccc4ccccc24)O3)cc1	x	-0.2
O=C(N[C@H]1CC[C@@H](CCNS(=O)(=O)c2cccc(Cl)c2)O[C@H]1CO)c1ccncc1	8.8	0.0
C[C@H]1CN([C@@H](C)CO)C(=O)Cc2cc(NC(=O)Cn3cnnn3)ccc2O[C@H]1CN(C)S(=O)(=O)c1ccc(Cl)cc1	x	-0.1
Cc1cccc(-n2c(SCC(=O)Nc3ccccc3)nnc2-c2ccccc2)c1	8.1	-0.5
O=C(C[C@H]1C[C@H]2c3cc(NC(=O)Nc4ccccc4F)ccc3O[C@H]2[C@@H](CO)O1)NCC1CC1	-3.4	0.8
CCCNC(=O)Nc1ccc2c(c1)C(=O)N(C)C[C@@H](OC)[C@H](C)CN(Cc1ccccn1)[C@@H](C)CO2	-18.3	x
CO[C@H]1CN(C)C(=O)c2cc(NC(=O)C3CC3)ccc2OC[C@@H](C)N(Cc2cc(F)ccc2F)C[C@@H]1C	-13.8	0.0
C[C@@H]1CN([C@@H](C)CO)C(=O)c2cc(C#CC(C)(C)O)cnc2O[C@@H]1CN(C)C(=O)c1ccccc1F	-9.9&-6.6	0.5
CC(=O)N(C)C[C@@H]1Oc2cc(C#Cc3cccnc3)ccc2S(=O)(=O)N([C@@H](C)CO)C[C@@H]1C	-6.2	5.1
CO[C@H]1CC[C@H]2CCN(C)C(=O)[C@H](C)[C@@H](OC)CN(C)C(=O)c3cccc(C#N)c3OC[C@H]1O2	12.2	-0.2
COc1ccc(S(=O)(=O)NCc2ccccn2)cc1I	5.5	0.3
CCS(=O)(=O)NCC[C@H]1CC[C@H](NC(=O)Cc2ccccn2)[C@@H](CO)O1	-4.8	0.1
O=C(N[C@H]1C=C[C@@H](CC(=O)N2CCc3ccccc3C2)O[C@@H]1CO)C1CCC1	-1.1	-0.5
COc1ccc(-c2cnc3c(c2)C(=O)N([C@@H](C)CO)C[C@H](C)[C@@H](CN(C)C(=O)Cc2ccccn2)O3)cc1	-1.5	-21.4
CN1CCC(N(C)Cc2ccc(-c3ccccc3[N+](=O)[O-])o2)CC1	3.5	0.2
C/C=C/c1ccc2c(c1)O[C@@H](CN(C)C(=O)Nc1ccccc1)[C@@H](C)CN([C@@H](C)CO)S2(=O)=O	-10.1	-0.1
C[C@H](CO)N1C[C@H](C)[C@H](CN(C)C(=O)Cc2ccccc2)Oc2cc(C3=CCCCC3)ccc2S1(=O)=O	x	-0.1
Cc1sc2c(c1C)CN(C(C)(C)C)CN2C(=O)c1ccccc1	6.6	0.5
CCn1c(SCC(=O)Nc2ccc(C)cc2Br)nnc1-c1ccc(Cl)cc1	-8.0	0.7
CN(C)c1ccc2c(c1)[C@@H]1C[C@@H](CC(=O)NCc3ccncc3)O[C@H](CO)[C@@H]1O2	2.8	-3.8
C[C@@H]1CCCCO[C@H](CN(C)Cc2ccc(C(=O)O)cc2)[C@@H](C)CN([C@@H](C)CO)C(=O)c2cc(NC(=O)c3ccccc3)ccc2O1	x	2.2
C[C@@H]1CN([C@@H](C)CO)C(=O)c2cc(NC(=O)C3CC3)ccc2O[C@@H]1CN(C)CC1CC1	2.9	0.7
CCCN1C[C@@H](C)[C@H](OC)CN(C)C(=O)c2ccc(NC(=O)Nc3c(C)noc3C)cc2OC[C@H]1C	-18.4	0.3
C[C@@H]1CN([C@H](C)CO)S(=O)(=O)c2ccc(C#Cc3ccccc3)cc2O[C@@H]1CN(C)C	-6.7	1.3
COc1ccc(S(=O)(=O)N(C)C[C@@H]2Oc3c(NC(=O)Nc4ccccc4)cccc3C(=O)N([C@H](C)CO)C[C@H]2C)cc1	x	-0.7
O=c1oc2ccccc2cc1-c1csc(Cc2nc3c(s2)CCCC3)n1	3.6	0.3
C[C@@H]1CN([C@H](C)CO)C(=O)c2cc(-c3cccnc3)cnc2O[C@@H]1CN(C)C	-5.8	1.1
Cc1ccc(-c2cnc3c(c2)C(=O)N([C@@H](C)CO)C[C@H](C)[C@H](CN(C)Cc2ccccc2C(=O)O)O3)cc1	7.1	1.7
CCCN1C[C@H](C)[C@H](OC)CN(C)C(=O)c2cc(NC(=O)CC)ccc2OC[C@@H]1C	13.8	0.0
OC(Cn1cncn1)(Cn1cncn1)c1ccc(F)cc1F	-9.1	0.7
C[C@H](CO)N1C[C@H](C)[C@H](CN(C)Cc2ccccc2F)Oc2ncc(-c3ccccc3F)cc2C1=O	22.2	-0.5
C[C@@H]1CN([C@H](C)CO)C(=O)Cc2cc(NS(=O)(=O)c3ccccc3)ccc2O[C@@H]1CN(C)Cc1ccncc1	4.5	x
COCC(=O)N1C[C@H](C)[C@@H](OC)CN(C)C(=O)c2ccc(NC(=O)c3ccc(OC)cc3)cc2OC[C@H]1C	0.7	0.0
CO[C@@H]1CN(C)C(=O)c2ccc(NC(=O)c3ccccc3)cc2OC[C@H](C)N(C)C[C@@H]1C	-4.8	89.1*
COc1ccc(CCCOC(Cn2ccnc2)c2ccc(OC)cc2)cc1 (stereo not drawn)	x	26.8
COc1ccccc1OC(C)C(=O)Nc1c(C)n(C)n(-c2ccccc2)c1=O (stereo not drawn)	-16.1	0.5
COc1ccc(C(=O)CSc2nc(C)cc(=O)[nH]2)cc1[N+](=O)[O-]	9.7	0.1
O=C(NCc1ccccn1)c1cnn2c(C(F)(F)F)cc(-c3cccs3)nc12	-0.3	0.6
CC(C)NC(=O)Nc1ccc2c(c1)CC(=O)N([C@@H](C)CO)C[C@H](C)[C@H](CN(C)Cc1ccc(C(=O)O)cc1)O2	x	0.5
CO[C@H]1CN(C)C(=O)c2cc(NC(C)=O)ccc2OC[C@H](C)N(C(=O)C2CC2)C[C@H]1C	6.2	-0.4
COCCOC(=O)N1C(=O)[C@@]2(c3cc(C#CC4=CCCCC4)ccc31)[C@H](c1ccccc1OCCO)N1[C@H](c3ccccc3)[C@H](c3ccccc3)OC(=O)[C@H]1[C@@H]2C(N)=O	-34.8	x
Cc1noc(C)c1S(=O)(=O)Nc1ccc2c(c1)C(=O)N([C@@H](C)CO)C[C@H](C)[C@@H](CN(C)Cc1ccc(C(=O)Nc3ccccc3N)cc1)O2	-6.2	-0.3
C[C@H]1CCCCO[C@H](CN(C)C(=O)C2CCCCC2)[C@@H](C)CN([C@@H](C)CO)C(=O)c2cc(NS(=O)(=O)c3ccccc3)ccc2O1	x	-0.4
COc1ccc(CN(C)C[C@@H]2OCCCC[C@H](C)Oc3ccc(NS(=O)(=O)c4ccc(OC)cc4)cc3C(=O)N([C@@H](C)CO)C[C@H]2C)cc1	x	1.7
Cc1ccccc1S(=O)(=O)N(C)C[C@H]1OCc2cn(nn2)CCCC(=O)N([C@@H](C)CO)C[C@@H]1C	4.0	x
C/C=C/c1cnc2c(c1)C(=O)N([C@@H](C)CO)C[C@H](C)[C@@H](CN(C)Cc1cncnc1)O2	15.9	1.1
COc1ccc(NC(=O)CSc2nc(C)cc(=O)[nH]2)c(OC)c1	1.8	-0.3
C[C@@H]1CN([C@@H](C)CO)C(=O)CCCn2cc(nn2)CO[C@@H]1CN(C)C(=O)Nc1ccc(C(F)(F)F)cc1	10.2	x
Continuation.
SMILES	EZH2 inh	IDH1 mut inh
COC(=O)CNC(=O)c1ccc(S(=O)(=O)N2CCOCC2)cc1	0.2	0.1
C[C@H](CO)N1C[C@H](C)[C@@H](CN(C)Cc2ccc(Cl)c(Cl)c2)Oc2ccc(NS(=O)(=O)c3cn(C)cn3)cc2C1=O	4.4	x
c1ccc(CN2CCC3(CCc4ccccc43)CC2)cc1	30.7	-0.5
COc1ccc(CN(C)C[C@@H]2Oc3ccc(NS(=O)(=O)c4c(C)noc4C)cc3C(=O)N([C@@H](C)CO)C[C@@H]2C)cc1	x	0.0
CC(=O)N(OCc1ccccc1)[C@@H]1c2cc(C#N)ccc2OC(C)(C)[C@H]1O	8.7	-0.6
COc1ccc(NC(=O)N(C)C[C@@H]2OCCCC[C@@H](C)Oc3ccc(NC(=O)NC(C)C)cc3C(=O)N([C@@H](C)CO)C[C@H]2C)cc1	x	-2.7
C[C@H]1CN([C@@H](C)CO)C(=O)CCCn2cc(nn2)CO[C@@H]1CN(C)Cc1ccc2c(c1)OCCO2	-2.5	-0.9
C[C@@H]1CN([C@@H](C)CO)S(=O)(=O)c2ccc(-c3ccncc3)cc2O[C@H]1CN(C)C(=O)CN(C)C	-12.6	-0.2
C[C@@H]1CN([C@@H](C)CO)C(=O)Cc2cc(NC(=O)CCN3CCOCC3)ccc2O[C@H]1CN(C)Cc1ccccc1	-11.8	u
